# Screens (PubChem)
# TR SRC2 fluor cs: alters Texas Red total fluorescence, flagging assay interference. AID 1479. TRb/SRC2 Texas Red total fluorescence interference. actives 0.29% (n = 280,000). Potency, µM (series often up to 106 µM), without a hit: at the highest dose fluorescence change, negative = quenching; active means well fitted curve in either direction with a large enough effect; inconclusive means small, poorly fitted or top-dose-only effect; further: on the % scale 0 is the no-effect control and ±100 the full control effect
#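 Human TRb ligand-binding domain at 0.6 uM with 20 nM Texas Red SRC2 peptide in Tris buffer containing 1 uM T3 and 5% DMSO, incubated with compound 5 h at ambient temperature. Total fluorescence (555/632 nm) calculated as parallel + 2 × perpendicular.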
# Tau ThT inhib: inhibitors of human tau fibril formation, thioflavin T binding; P10636; recombinant tau K18 P301L, heparin-induced fibrillization, ThT fluorescence; Potency, µM (titrated, usually from 57.4 µM), for the others: at the top dose activity, negative = inhibition, actives largely listed as inhibitors; actives 2.1% (n = 270,000); further: on the % scale 0 is the no-effect control and ±100 the full control effect; nearly all actives have a fitted effect of over 55% in size
# Target sequence (P10636 561-689 P618L limits assumed): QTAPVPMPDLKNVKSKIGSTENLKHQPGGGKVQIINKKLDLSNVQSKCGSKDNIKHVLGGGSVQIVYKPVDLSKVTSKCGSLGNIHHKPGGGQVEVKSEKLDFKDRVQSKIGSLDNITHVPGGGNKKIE
#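 Heparin-induced (20 uM) aggregation of recombinant human K18 P301L tau, 15 uM unlabeled with 0.24 uM labeled, pH 7 acetate buffer, 6 hr at 37 C with compound. Fibrils quantified by 30 uM ThT fluorescence after 1 hr ambient incubation.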
# HTT ATP protect: cytoprotection in Huntington HTT-Q103 PC12 cell model | PC12 HTT-Q103 induced, cytoprotection, ATP luminescence, 40 h | Potency, µM (series often up to 56.4 µM), without a hit: cytoprotection (ATP increase), hits mostly activators | actives 0.14% (n = 230,000) | AID 1471;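 further: % of control where 0% means no effect; nearly all actives have a fitted effect of over 45% in size; toxic huntingtin expression switched on by the ecdysone agonist tebufenozide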
#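 Stable PC12 Q103-GFP cells in serum-supplemented, phenol red-free DMEM; induction by tebufenozide at 100 nM final; compound dose series; cell viability quantified luminescently from ATP.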
# RECQ1 inh: inhibitors of human RECQ1 DNA helicase; P46063; RECQ1 DNA unwinding, red fluorescence kinetic read; Potency, µM (titrated, usually from 57.3 µM), without a hit: at the highest dose activity, negative = inhibition, usual class: inhibitors; actives 0.54% (n = 240,000); AID 2549;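 further: plate controls were vehicle for no effect and no enzyme for full effect; nearly all actives have a fitted effect of over 30% in size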
#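 50 nM RECQ1T1 preincubated 15 min with compound in Tris pH 8.0 buffer with MgCl2, DTT, Tween-20 and 2.5 ug/ml poly(dI-dC); started with 200 nM TAMRA/BHQ-2 forked duplex and 2 mM ATP. Unwinding read as fluorescence (525/598 nm), two reads 2 h apart.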
# Tau fibril FP: inhibitors of human tau fibril formation; P10636; K18 P301L tau heparin fibrillization, Alexa594 FP, 6 h; Potency, µM (top dose mostly 57.7 µM), without a hit: top-dose activity, negative = inhibition, actives largely listed as inhibitors; actives 0.39% (n = 280,000); AID 1468; further: on the % scale 0 is the no-effect control and ±100 the full control effect; nearly all actives have a fitted effect of over 55% in size
#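 K18 P301L tau (15 uM unlabeled/0.24 uM Alexa 594-labeled, final) + compound + heparin 20 uM final; 100 mM NaOAc pH 7; 6 hr 37 C; ThT 30 uM final added, 1 hr RT; FP ex 555/em 632 nm.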
# Tau fluor cs: counter-screen for tau fibril formation inhibitors; tau K18 P301L (four-repeat tau fragment) Alexa594 fluorescence, heparin fibrillization; Potency, µM (highest dose often 57.7 µM), inactives show at the highest dose activity change, negative = decrease; actives 0.93% (n = 280,000); further: on the % scale 0 is the no-effect control and ±100 the full control effect; nearly all actives have a fitted effect of over 55% in size
#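 Human K18 P301L tau (15 uM unlabeled plus 0.24 uM Alexa 594-labeled, final) in 100 mM sodium acetate pH 7 was mixed with compound and 20 uM heparin and incubated 6 hr at 37 C.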
# TRb SRC2 PPI: disrupts binding of human TR beta to SRC2; actives 0.065% (n = 280,000); TRbeta-SRC2 peptide binding, fluorescence polarization; receptor liganded with 1 µM T3; Potency, µM (highest dose often 106 µM), for inactives: top-dose activity change, negative = inhibition, most hits filed as inhibitors; P10828;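 further: plate controls were bound peptide for no effect and peptide without receptor for full effect; nearly all actives have a fitted effect of over 50% in size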
#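 Binding of a 20-amino-acid Texas Red SRC2 peptide (20 nM) to TRb ligand-binding domain (0.6 uM) with agonist T3 at 1 uM was followed by fluorescence polarization after a 5 hr room-temperature incubation.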
# L3MBTL1 block: inhibitors of human L3MBTL1 | Q9Y468 | AlphaScreen L3MBTL1–H3K9me1 peptide binding | Potency, µM (top dose mostly 57.1 µM), inactives show at the top dose activity, negative = inhibition, usual class: inhibitors | actives 0.66% (n = 230,000); further: on the % scale 0 is the no-effect control and ±100 the full control effect; nearly all actives have a fitted effect of over 60% in size
# Target sequence (Q9Y468 whole entry, looked up): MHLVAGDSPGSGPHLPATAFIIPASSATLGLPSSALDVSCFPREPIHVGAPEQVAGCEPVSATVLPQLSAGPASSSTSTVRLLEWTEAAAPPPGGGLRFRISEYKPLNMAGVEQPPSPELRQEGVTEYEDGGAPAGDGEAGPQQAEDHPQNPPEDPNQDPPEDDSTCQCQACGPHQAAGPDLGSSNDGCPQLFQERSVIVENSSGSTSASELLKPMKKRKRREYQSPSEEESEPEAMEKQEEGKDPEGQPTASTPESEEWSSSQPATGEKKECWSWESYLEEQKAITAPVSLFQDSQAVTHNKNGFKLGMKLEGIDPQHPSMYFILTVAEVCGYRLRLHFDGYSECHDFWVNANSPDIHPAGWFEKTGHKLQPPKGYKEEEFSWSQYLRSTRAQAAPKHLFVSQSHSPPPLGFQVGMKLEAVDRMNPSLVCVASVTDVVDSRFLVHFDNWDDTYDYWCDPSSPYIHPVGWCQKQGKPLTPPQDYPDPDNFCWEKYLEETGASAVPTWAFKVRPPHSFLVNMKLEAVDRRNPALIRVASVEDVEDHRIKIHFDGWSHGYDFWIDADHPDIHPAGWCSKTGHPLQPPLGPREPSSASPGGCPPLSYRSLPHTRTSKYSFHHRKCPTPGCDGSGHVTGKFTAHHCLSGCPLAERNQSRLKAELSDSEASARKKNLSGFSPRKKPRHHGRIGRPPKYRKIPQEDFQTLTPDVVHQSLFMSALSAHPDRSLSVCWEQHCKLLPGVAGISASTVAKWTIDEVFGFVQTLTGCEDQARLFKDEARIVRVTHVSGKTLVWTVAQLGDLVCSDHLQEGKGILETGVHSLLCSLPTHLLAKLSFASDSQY
#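 Displacement of a biotinylated histone H3(1-15) peptide monomethylated at Lys9 (75 nM) from L3MBTL1 (50 nM) was measured by AlphaScreen after a 30 min room-temperature compound incubation; cefsulodin titration served as intraplate control.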
# An asterisk follows results filed as active; i = inactive; ? = inconclusive; · = not tested or not shown; [ ] = remark or other dose. Unless noted, the call rests on the fitted dose curve; in most records, active means well fitted curve in the direction sought with a large enough effect; inconclusive means small, poorly fitted or top-dose-only effect, or another doubt; inactive means no such curve, though single readings can be large; an effect the other way counts as inactive or inconclusive. Potency means the concentration at half of the fitted maximal effect. An excerpt, so the mix of outcomes need not match the whole.
mol | TR SRC2 fluor cs | Tau ThT inhib | HTT ATP protect | RECQ1 inh | Tau fibril FP | Tau fluor cs | TRb SRC2 PPI | L3MBTL1 block
COC(=O)[C@@H]1C[C@@]2(O)[C@@H](O)[C@@H](O)[C@@H](O)C[C@H]2N1Cc1ccc(N2CCOCC2)cc1 | -1% | -7% | -34%[inhibitor] | i | -10% | -5% | -3% | ·
CCC1S/C(=N/N=C/c2ccco2)N(Cc2ccccc2)C1=O (stereo unspecified) | -3% | -16% | 7%[10 µM] | -18% | -2% | -25% | -4% | 34%[activator]
O=C(NC1CCCCC1)c1cccc(COCC(F)(F)F)c1 | 2% | 11% | 7%[10 µM] | -6% | 5% | 12% | -6% | 27%
COc1nc(-c2ccc(Cl)cc2)ccc1-c1noc(-c2cccs2)n1 | 0% | -13% | -11% | ? | -8% | -4% | -15% | 7%
COc1ccc(Cl)cc1NC(=O)CSc1nnc2[nH]c(=O)cc(C)n12 | 1% | -4% | · | · | -6% | -7% | -2% | ·
COc1ccc(-c2cc(C(=O)NCc3cccnc3)no2)cc1 | -3% | 5% | -29% | 4% | 2% | -2% | -22% | 3%
COc1cc2c(cc1OC)CN(C(=S)Nc1ccc(OC(F)F)cc1)CC2 | -6% | ? | -32%[inhibitor] | -2% | -4% | -7% | 3% | ·
O=C(NCC(c1cccnc1)N1CCN(c2ccccc2)CC1)OCc1ccccc1 (stereo unspecified) | 0% | -10% | 9%[10 µM] | 6% | 0% | -16% | -24% | -22%
COc1ccc(CCn2c(NCc3ccco3)nc3c2c(=O)[nH]c(=O)n3C)cc1 | 3% | 4% | -10% | -13% | -3% | 2% | -21% | 35%[activator]
N#C/C(=C\Nc1ccccc1SC(F)(F)F)c1nc(-c2ccc(Cl)cc2)cs1 | -1% | 1% | 1%[10 µM] | 8% | 1% | -2% | 0% | ?
CCCn1c(=O)n(C)c(=O)c2c(SCC(=O)NCc3ccco3)nc(C3CC3)nc21 | 0% | -21% | -5%[10 µM] | -5% | -4% | -14% | -1% | ·
CC(=O)c1cc(-c2ccccc2)n(CC(=O)NC2CCCCCC2)c1C | 1% | -1% | · | · | -15% | -10% | -3% | ·
Cn1c(=O)[nH]c(=O)c2c1nc(SCCN1CCCCC1)n2CCCc1ccccc1 | 3% | -7% | 6%[10 µM] | i | -4% | 5% | 0% | 4%
COC(=O)c1cccc(NC(=O)COC(=O)CSc2nc(C)cc(C)n2)c1 | 0% | -13% | -26% | 9% | -4% | -8% | -3% | -1%
O=C(COc1ccc(Br)cc1)Nc1ccc(Cc2ccncc2)cc1 | -6% | -11% | -30%[inhibitor] | -27% | -1% | ? | 4% | ·

# Shown as labelled records: entries from further up.
COc1ccc(Cl)cc1NC(=O)CSc1nnc2[nH]c(=O)cc(C)n12
  TR SRC2 fluor cs: 1%
  Tau ThT inhib: -4%
  HTT ATP protect: ·
  RECQ1 inh: ·
  Tau fibril FP: -6%
  Tau fluor cs: -7%
  TRb SRC2 PPI: -2%
  L3MBTL1 block: ·
COc1ccc(-c2cc(C(=O)NCc3cccnc3)no2)cc1
  TR SRC2 fluor cs: -3%
  Tau ThT inhib: 5%
  HTT ATP protect: -29%
  RECQ1 inh: 4%
  Tau fibril FP: 2%
  Tau fluor cs: -2%
  TRb SRC2 PPI: -22%
  L3MBTL1 block: 3%
COc1cc2c(cc1OC)CN(C(=S)Nc1ccc(OC(F)F)cc1)CC2
  TR SRC2 fluor cs: -6%
  Tau ThT inhib: ?
  HTT ATP protect: -32%[inhibitor]
  RECQ1 inh: -2%
  Tau fibril FP: -4%
  Tau fluor cs: -7%
  TRb SRC2 PPI: 3%
  L3MBTL1 block: ·
O=C(NCC(c1cccnc1)N1CCN(c2ccccc2)CC1)OCc1ccccc1 (stereo unspecified)
  TR SRC2 fluor cs: 0%
  Tau ThT inhib: -10%
  HTT ATP protect: 9%[10 µM]
  RECQ1 inh: 6%
  Tau fibril FP: 0%
  Tau fluor cs: -16%
  TRb SRC2 PPI: -24%
  L3MBTL1 block: -22%

# Next records:
mol | TR SRC2 fluor cs | Tau ThT inhib | HTT ATP protect | RECQ1 inh | Tau fibril FP | Tau fluor cs | TRb SRC2 PPI | L3MBTL1 block
O=C(Nc1cccc2oc(=O)ccc12)c1ccc([N+](=O)[O-])cc1[N+](=O)[O-] | -2% | ? | · | -4% | 5% | -8% | -8% | -1%
O=C(C1CCCN(S(=O)(=O)c2cnc[nH]2)C1)N1CCN(c2ccc(Cl)cc2)CC1 (stereo unspecified) | 0% | -2% | -8% | -13% | -1% | 1% | -8% | 1%
O=C(NC1CCCc2ccccc21)C1CCCN(S(=O)(=O)c2cnc[nH]2)C1 (stereo unspecified) | 0% | -12% | -3% | 0% | -2% | -7% | -3% | ·
O=C(NC1=NCCS1)c1ccc(Cl)c(S(=O)(=O)N2CCc3ccccc32)c1 | -1% | 7% | 4%[10 µM] | -13% | ? | ? | 2% | ·
Cc1ccc(-c2csc(NC(=O)C3=NN(C4CCS(=O)(=O)C4)C(=O)CC3)n2)cc1 (stereo unspecified) | -3% | · | 23%[10 µM] | -2% | -6% | -11% | -5% | ·
COc1ccc(OC)c(CNc2ccc([N+](=O)[O-])cc2C)c1 | -3% | ? | -31%[inhibitor] | -17% | -22% | ? | 4% | ·
Cn1c(CN2CCOCC2)nnc1SCC(=O)NC1CCCCC1 | -5% | -4% | -9%[10 µM] | i | -7% | 1% | 0% | -5%
O=C(NCc1ccco1)/C(=C\c1cccs1)NC(=O)c1ccco1 | -4% | 8% | · | 0% | 1% | 6% | -3% | 5%
O=C1NC2(NN1c1ccccc1)C1CC3CC(C1)CC2C3 (stereo unspecified) | 1% | -3% | 7% | -1% | 2% | 2% | 1% | ·
Cc1cc(C)cc(N=C2SC(CC(=O)Nc3ccccc3)C(=O)N2CCN2CCOCC2)c1 (stereo unspecified) | -1% | -5% | -27% | i | -8% | -28% | 3% | -16%
COc1cc(OC)cc(C(=O)N=c2sc3ccccc3n2C)c1 | 2% | ? | -32%[inhibitor] | -15% | -13% | -9% | -6% | ·
CN(C)S(=O)(=O)c1ccc(C(=O)Nc2nnc(-c3ccco3)o2)cc1 | -5% | -4% | 7% | -9% | -2% | -7% | 0% | ·
CCCCOc1ccc(/C(O)=C2/C(=O)C(=O)N(CCN(C)C)C2c2ccc(O)c(OC)c2)cc1 (stereo unspecified) | 1% | -10% | -10% | -7% | 6% | 7% | -22% | 0%
CC(C)c1ccc(NC(=O)COC(=O)[C@H](CCC(N)=O)NC(=O)c2ccc(F)cc2)cc1 | 1% | -5% | ? | -16% | -4% | -21% | 1% | ?
Cc1ccccc1COC(=O)c1ccc(-c2nnn(Cc3ccccc3F)n2)cc1 | 5% | -7% | · | · | -14% | -29% | -2% | ·

# The listing continues:
mol | TR SRC2 fluor cs | Tau ThT inhib | HTT ATP protect | RECQ1 inh | Tau fibril FP | Tau fluor cs | TRb SRC2 PPI | L3MBTL1 block
COc1ccc(CNC(=O)c2cc3cccc4c3n2CC(C)S4)cc1 (stereo unspecified) | 1% | -7% | · | · | -9% | ? | -3% | ·
Cc1cc(NC(=O)COC(=O)c2ccc(S(=O)(=O)N3CCCC3)cc2)no1 | 0% | 4% | 40% | -14% | -2% | -1% | -3% | 0%
CC(=O)OC[C@@H]1O[C@@H](O/N=C2/C[C@@H](O)[C@@H](O)[C@@H]3[C@@H]4C(=O)N(C(C)(C)C)C(=O)[C@H]4CC[C@@H]23)[C@H](OC(C)=O)[C@H](OC(C)=O)[C@@H]1OC(C)=O | 1%[11.2 µM] | -11%[11.5 µM] | -24%[10 µM] | -2%[11.5 µM] | -3%[11.6 µM] | -13%[11.6 µM] | -6%[11.2 µM] | ·
Cc1cc(Cl)ccc1NC(=O)C1CCCN(c2nnc(C)c3c(C)n(-c4ccccc4)nc23)C1 (stereo unspecified) | 0% | -3% | · | · | -8% | -7% | -3% | ·
N#C/C(=C\c1cccnc1)c1ccc(Br)cc1 | -2% | ? | 2%[10 µM] | i | -1% | -16% | 6% | 15%
CCOC(=O)c1ccc(NC(=O)CCCn2c(=O)c3cccn3c3ccccc32)cc1 | -15% | ? | · | · | -2% | -10% | 0% | ·
N#Cc1c(N)nc(SCC(=O)NC2CCCCC2)c(C#N)c1-c1ccc(Cl)cc1 | 0% | 6% | -19% | -1% | -12% | 8% | 2% | 3%
COc1ccc(-c2noc(COc3cc(C)ccc3C)n2)cc1OC | -3% | ? | · | · | -6% | -21% | 13% | ·
CCC(C)NC(=O)c1nc2c(nnn2Cc2ccccc2Cl)c(=O)[nH]1 (stereo unspecified) | -1% | -17% | -17%[10 µM] | -2% | -9% | -10% | 2% | 12%
CC1=C(O)C(=O)OC1c1c(Cl)cccc1Cl (stereo unspecified) | 1% | -8% | 20%[10 µM] | i | 3% | -11% | -7% | 4%
O=C(NCc1cccnc1)C1CCC(CNS(=O)(=O)c2ccc(Cl)cc2)CC1 (stereo unspecified) | -6% | 3% | -20% | -3% | -3% | 3% | -7% | -4%
CCc1nc(SCc2ccc(F)cc2)[nH]c(=O)c1C#N | 1% | 4% | 9%[1.9 µM] | 0% | -10% | -4% | -22% | 3%
O=C1C2=CC[C@H]3C(=O)N(Cc4ccc5c(c4)OCO5)C(=O)[C@@H]3[C@@H]2[C@H](O)[C@@H]2O[C@H]12 | -4%[11.2 µM] | ? | ? | -6%[11.5 µM] | ? | -23%[11.6 µM] | 1%[11.2 µM] | ·
CC(=O)N1CCN(c2ccc(Oc3nnnn3-c3ccccc3)cc2)CC1 | 3% | -2% | -1% | -5% | 4% | 2% | -2% | 0%
O=C(CC(Nc1ccc(Cl)cc1Cl)C(=O)O)c1ccccc1 (stereo unspecified) | -1% | ? | 6%[10 µM] | -4% | -5% | -1% | 3% | 5%
O=C(NC1CCCCC1)C(c1ccco1)N(Cc1cccs1)C(=O)Cn1nnc2ccccc21 (stereo unspecified) | -4% | 3% | -6% | -7% | 6% | 10% | -3% | 12%
